# NPY-Y2 PAM-ag – NPY-Y2 potentiators or agonists, primary screen, cell-based | hit rate 0.45% among 220,000 | Neuropeptide Y receptor type 2 (Homo sapiens), P49146 | AID 1359, 2008 | cells expressing NPY-Y2, potentiator/agonist read-out | activation, % at 3.6 µM; in the data active means activation above about 27%;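 further: cells stimulated with NPY near EC25 plus isoproterenol at EC100; 0% = vehicle plus submaximal agonist and 100% = vehicle plus saturating agonist; some results beyond the cut were filed as inactive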
# NPY-Y1 antag – NPY-Y1 receptor antagonists, primary screen, cell-based | Neuropeptide Y receptor type 1 (Homo sapiens), P25929 | HEK293-CNG Y1 cells, membrane potential fluorescence; NPY at EC95, then isoproterenol | inhibition, % at 3.6 µM | hit rate 1% among 200,000 | AID 1040, 2008;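 active means inhibition above the campaign mean inhibition of all tested compounds plus 3 SD, cut at about 20% in these data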;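 further: 0% = DMSO wells given NPY plus isoproterenol and 100% = isoproterenol alone without NPY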
# Target sequence (P25929 whole entry, looked up): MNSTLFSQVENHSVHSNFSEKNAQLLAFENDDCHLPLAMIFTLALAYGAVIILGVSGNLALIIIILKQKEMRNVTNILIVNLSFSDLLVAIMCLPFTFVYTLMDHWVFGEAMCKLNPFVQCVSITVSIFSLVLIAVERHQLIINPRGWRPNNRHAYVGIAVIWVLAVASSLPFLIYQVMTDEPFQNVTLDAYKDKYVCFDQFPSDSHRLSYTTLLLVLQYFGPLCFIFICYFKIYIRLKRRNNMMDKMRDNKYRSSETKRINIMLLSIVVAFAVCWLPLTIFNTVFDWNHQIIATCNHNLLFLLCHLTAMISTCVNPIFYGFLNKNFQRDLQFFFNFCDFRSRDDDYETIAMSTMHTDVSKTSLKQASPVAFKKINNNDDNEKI
#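 Material: HEK293 cells co-expressing NPY Y1 receptor and cyclic-nucleotide gated channel. Timing: compound incubation 1 h at room temperature, readout 45 min post-stimulation. Signal: fluorescence, membrane potential probe.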
# Hck Nef HTS – inhibitors of Nef-activated human Hck kinase, primary screen, biochemical, Z-Lyte FRET, 384-well, Hck-YEEI; inhibition, % at 20 µM; Recombinant Hck-YEEI plus Nef, Z-Lyte FRET kinase assay; hit rate 0.68% among 220,000;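 active means Hck-Nef kinase inhibition above about 50%, limit read from the data; inactive means inhibition below that limit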;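 further: 0% = DMSO with Hck plus Nef and 100% = Hck alone without Nef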
# Target sequence (P08631 whole entry, looked up): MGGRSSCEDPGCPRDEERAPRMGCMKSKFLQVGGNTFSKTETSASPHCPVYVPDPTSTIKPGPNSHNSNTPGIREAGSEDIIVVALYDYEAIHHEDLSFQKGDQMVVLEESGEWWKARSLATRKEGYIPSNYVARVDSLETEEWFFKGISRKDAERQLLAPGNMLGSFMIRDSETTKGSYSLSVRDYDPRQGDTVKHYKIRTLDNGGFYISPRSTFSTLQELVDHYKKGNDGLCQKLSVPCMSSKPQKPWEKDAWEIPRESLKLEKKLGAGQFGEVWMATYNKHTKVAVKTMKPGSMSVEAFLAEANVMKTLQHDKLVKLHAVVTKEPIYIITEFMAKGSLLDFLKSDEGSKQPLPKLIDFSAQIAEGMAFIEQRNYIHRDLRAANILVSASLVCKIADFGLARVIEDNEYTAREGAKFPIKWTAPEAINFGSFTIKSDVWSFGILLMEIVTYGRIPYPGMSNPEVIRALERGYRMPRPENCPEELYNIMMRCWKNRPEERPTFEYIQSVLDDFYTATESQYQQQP
# Mdm2 ligase inh – MDM2-luciferase reporter signal enhancers, primary screen, MDM2 E3 ligase inhibitor project, cell-based, luminescence, 1536-well; cell-based MDM2 ubiquitination luciferase reporter, 2 h; 0 = plate control, 100 = twice control, blank-subtracted; signal enhancement, % at 5 µM; hit rate 0.11% among 210,000; E3 ubiquitin-protein ligase Mdm2 (Homo sapiens), Q00987;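 active means signal enhancement of 30% or more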;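 further: luminescence tracks abundance of the self-degrading MDM2-luciferase fusion protein; higher signal means inhibition of MDM2 E3 ligase activity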
#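 System: stable MDM2–luciferase fusion reporter cells / Input: 2000 cells seeded into each well / Schedule: 4 h settle plus 2 h compound, 37 °C / Compound: single-point 5 µM / Buffer or medium: cells held in DMEM / Benchmarks: control and blank well means / Evaluation: percent signal gain over controls, blank-subtracted / Measured by: luciferase luminescence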
# Runt-CBFb FRET – inhibitors of RUNX1 Runt–CBFb binding, primary screen, biochemical, FRET, Cerulean-Runt, Venus-CBFb, uHTS; Runt-related transcription factor 1 (Homo sapiens) + Core-binding factor subunit beta …; Cerulean-Runt/Venus-CBFb FRET ratio 530/480, 1 h; inhibition, % at 20 µM; hit rate 0.46% among 220,000;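 active means inhibition over about 50% at 20 µM in the single-dose screen, limit read from the data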;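 further: 0% = DMSO wells and 100% = excess unlabeled CBFb competitor control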
#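 test system = Cerulean-Runt domain fusion protein, energy donor | probe or stimulus = Venus-CBFb binding partner, 100 nM | incubation = two 1 h room-temperature incubations shielded from light | detection = fluorescence energy transfer, 422 nm excitation, 530/480 nm emission | measure = loss of energy transfer signal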
# p97 inhibitor – inhibitors of human p97 ATPase, primary screen, biochemical; AID 1481, 2009; Transitional endoplasmic reticulum ATPase (Homo sapiens), P55072; inhibition, % at 8 µM; hit rate 0.42% among 220,000; recombinant p97 ATPase, Kinase-Glo ATP luminescence, 3 h; in the data active means inhibition above about 15%;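 further: 0% = DMSO vehicle and 100% = wells lacking enzyme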
# RBBP9 inh – human RBBP9 inhibitors, primary screen, biochemical, fluorescence polarization, FP-Rh probe, HTS. inhibition, % at 7.94 µM. recombinant RBBP9. hit rate 0.2% among 220,000. AID 1515, 2009;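 active means inhibition above the campaign mean of all tested compounds plus 3 SD, cut at about 14% in these data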;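 further: plate controls were DMSO wells with RBBP9 for no effect and wells lacking RBBP9 protein for full effect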
# Target sequence (O75884 whole entry, looked up): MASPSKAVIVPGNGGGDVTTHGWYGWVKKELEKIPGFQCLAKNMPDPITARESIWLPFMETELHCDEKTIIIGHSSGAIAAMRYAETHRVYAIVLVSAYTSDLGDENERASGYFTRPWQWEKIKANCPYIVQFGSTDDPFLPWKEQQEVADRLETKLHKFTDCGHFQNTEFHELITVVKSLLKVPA
#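 Measured by – fluorescence polarization · Test system – RBBP9 protein · Input – 2.5 µM RBBP9 dispensing solution, before mixing · Measure – percent inhibition from mP, scaled between DMSO and no-protein wells · Benchmarks – DMSO-treated enzyme wells and wells lacking RBBP9 · Times – preincubation 30 min plus labeling 45 min at 25 °C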
# Runt-SMMHC FRET – inhibitors of RUNX1 Runt–CBFb-SMMHC binding, primary screen, biochemical, FRET, Cerulean-Runt, Venus-CBFb-SMMHC, uHTS; Runt-related transcription factor 1 (Homo sapiens) + Core-binding factor subunit beta …; Cerulean-Runt/Venus-CBFb-SMMHC FRET ratio 530/480, 1 h; inhibition, % at 20 µM; hit rate 0.74% among 220,000;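 active means mean inhibition across duplicate retests at 20 µM reaching about 50%, limit read from the data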;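 further: 0% = DMSO wells and 100% = wells with excess untagged CBFb-SMMHC; inhibitors lower the FRET ratio by blocking Runt binding to CBFb-SMMHC; some results filed as inactive read as strong as hits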
# NPY-Y1 PAM-ag – NPY-Y1 receptor potentiators or agonists, primary screen, cell-based | Neuropeptide Y receptor type 1 (Homo sapiens), P25929 | NPY-Y1 expressing cells, potentiator/agonist activation | activation, % at 3.6 µM | hit rate 0.37% among 220,000; in the data active means activation above about 33%, passing the limit was not always enough;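 further: cells stimulated with NPY at EC10 then isoproterenol at EC100; 0% = low agonist plus stimulus and 100% = saturating agonist plus stimulus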
# Numbers without * were called inactive; nt = no result given.
# Each structure is followed by: NPY-Y2 PAM-ag	NPY-Y1 antag	Hck Nef HTS	Mdm2 ligase inh	Runt-CBFb FRET	p97 inhibitor	RBBP9 inh	Runt-SMMHC FRET	NPY-Y1 PAM-ag
- Cc1ccc(NC2=CC(=O)C(=O)c3ccccc32)cc1
    -10	-9	2	-12	-1	4	6	3	-17
- CC1(C)CC(NC(=O)c2ccc3c(c2)OCO3)CC(C)(C)N1
    -22	7	1	-6	-1	2	2	2	7
- CC(C)(C)NC(=O)COC(=O)CNC(=O)c1cc(Cl)cc([N+](=O)[O-])c1
    2	-1	1	-11	-2	-4	-1	-1	14
- CCc1ccc(N=C2N=C(N)c3ccccc32)cc1
    -4	8	-2	-12	-1	3	-4	3	0
- Cc1ccc(NC(=O)CS(=O)CC(=O)N(CC(=O)NC2CCCC2)c2cccc(C)c2C)cc1 (centres undefined)
    7	-4	2	-8	-8	9	3	-3	10
- O=C(NC1CCCCC1)n1c(=O)oc2ccc(Cl)cc21
    10	-4	1	-7	-1	5	1	0	-1
- CCC(C)NC(=O)CSC1=Nc2ccccc2C2=NC(CC(=O)NCc3ccccc3)C(=O)N12 (centres undefined)
    -7	0	5	-5	-1	-4	-6	2	-21
- COc1cc2c(cc1NC(=O)CN(C)Cc1cccc(OC)c1OC)oc1ccccc12
    -7	9	2	-4	-4	-5	-7	-4	-21
- CC(C)(C)NCCOCCOc1ccccc1-c1ccccc1
    -7	3	1	-14	-1	-6	-8	-1	-29
- O=C(NCC1CCCCC1)C12CN(Cc3ccccc3)CC1C(c1cccc([N+](=O)[O-])c1)=NO2 (centres undefined)
    -4	3	0	-5	-2	3	-9	3	18
- CCn1nc2cc(C(=O)NCCc3cccs3)ccc2c1OC
    -3	4	2	-9	nt	0	-5	-7	-24
- O=C(NCc1ccccc1)C(c1ccc(F)cc1)N(Cc1cccs1)C(=O)c1cnccn1 (centres undefined)
    16	6	4	-4	-3	3	-6	-4	9
- CCCCc1c(O)nc(SCC(=O)c2ccccc2)n(-c2ccccc2C)c1=O
    6	nt	13	-15	-1	6	0	2	-3
- Cc1ccc(-c2ccc(/C=C(\C#N)C(=O)Nc3cc(C)nn3-c3ccccc3)o2)cc1
    -14	-1	2	-2	-239	-1	-4	-182	-19
- CSC1=NCCN1S(=O)(=O)c1ccc(F)cc1
    0	0	21	15	-1	4	3	-2	6
- COc1ccc(-n2nc(C(=O)N3CCCCC3)c3ccccc3c2=O)cc1
    -1	0	-4	-20	1	1	-2	4	7
- CCc1cccc(C)c1NC(=O)CSc1nnc(CCCOc2ccc(Cl)cc2Cl)n1C
    6	4	0	-86	-5	-7	-10	-1	-1
- CC1Cc2cc(/C(O)=C3/C(=O)C(=O)N(CCN4CCOCC4)C3c3cccc(O)c3)ccc2O1 (centres undefined)
    11	6	-1	-24	-1	8	6	6	-4
- COC(=O)CSc1nnc(-c2sc3cc(OC)ccc3c2Cl)n1C
    2	2	6	-13	4	-5	-6	2	16
- CCN(CC)c1ccc(/C=N/NC(=O)c2ccc3nc[nH]c3c2)cc1
    -17	nt	11	-11	-1	8	-4	-5	6
- Cc1ccc(N(Cc2cc3cc(C)ccc3[nH]c2=O)S(=O)(=O)c2ccccc2)cc1
    10	4	2	-7	0	7	2	2	-13
- COc1ccccc1/C=C(/C(=O)OCC(=O)Nc1ccccc1C)c1ccccc1
    -13	4	-2	-9	-2	-10	-13	-4	-16
- CC(c1ccccc1)n1cc(C(=O)NCC2CCCO2)nn1 (centres undefined)
    2	2	1	-14	0	2	2	7	8
- COc1ccc(C(=O)Nc2nccs2)cc1OC
    19	-4	12	-17	-2	5	-5	-4	28
- Cc1ccn2c(C(=O)NN=C3CCCCCCC3)c(C)nc2c1
    0	-3	19	-16	-2	1	1	2	-10
- Cn1c(CN2CCOCC2)nc2cc(NC(=O)c3ccc(Cl)cc3)ccc21
    3	-8	2	-27	-2	-1	3	2	7
- N/C(=N\OC(=O)c1ccc2c(c1)OCO2)c1ccncc1
    -15	nt	-6	-13	2	0	0	-3	15
- FC(F)(F)c1nc2ccccc2nc1N/N=C/c1c(Cl)cccc1Cl
    3	4	1	6	-4	3	-4	3	-12
- COC(=O)c1sccc1NC(=O)Nc1cccc(C)c1
    -13	3	2	-1	0	-10	3	1	-6
- O=C(OC1Cn2c(=O)ccc(=O)n2C1)c1ccccc1
    9	1	1	-17	2	5	-4	2	1
- CCOC(=O)N1CCN(C(=O)CSc2nnc(-c3ccc(C(C)(C)C)cc3)o2)CC1
    1	9	0	-19	-4	-4	-1	1	-5
- Cc1cc(/C=C(\C#N)C(=O)NCc2ccco2)c(C)n1C1CCCC1
    -11	11	14	-7	-2	-5	-3	-1	-17
- N/C(=N\OC(=O)c1ccc2ccccc2c1)c1ccccn1
    11	5	20	-82	0	-12	-8	-3	-3
- CCOc1cc(C(=O)NC(C)C2CCCO2)cc(OCC)c1OCC (centres undefined)
    12	3	-6	0	-1	2	16*	-2	2
- CCOc1cccc(CNc2ccc(O)cc2)c1OCc1ccc(Cl)cc1Cl
    -4	6	2	-16	3	-6	-6	9	-11
- Cc1ccc(S(=O)(=O)N2CCN(C(=O)c3ccc(OCc4c(C)noc4C)cc3)CC2)cc1
    2	-3	4	-13	-4	3	-5	3	-2
- COCCCNC(=S)N1CCCN(c2nc3c(C)c(C)ccc3cc2C#N)CC1
    -19	2	23	-8	nt	-5	0	nt	-33
- Cc1ccnc2ccc(SC(F)(F)F)cc12
    2	-1	-23	-8	1	0	-4	-1	-10
- Cc1ccc2nc3c(c(C(=O)OC4CCOC4=O)c2c1)CCCC3 (centres undefined)
    7	-4	21	1	0	2	0	3	24
- CCOC(=O)CNS(=O)(=O)CCN1C(=O)c2ccccc2C1=O
    5	-4	-2	3	2	0	0	4	-7
- Cc1cc(C)n2nc(SCC(=O)N(CC(C)C)c3c(N)n(CC(C)C)c(=O)[nH]c3=O)nc2n1
    -8	-3	24	4	4	-4	-2	2	-12
- COc1ccc(NC(=S)NC(=O)/C=C/c2ccco2)cc1
    -21	2	-9	-5	3	0	-7	6	-8
- COc1ccc(-c2ccc(C#N)c(SCC(=O)OCc3ccccc3)n2)cc1OC
    -10	-2	-1	-6	0	1	-10	1	19
- COc1ccc(NC(=O)Cn2cnc3c(cnn3-c3ccc(C)c(C)c3)c2=O)c(OC)c1
    5	6	22	11	-4	-6	-6	0	-12
- COc1ccc2c(CN(C)c3ccccc3)cc(=O)oc2c1
    7	2	1	4	4	-3	-6	-3	-13
- Cc1ccc(C(=O)c2c(NC(=O)c3cccnc3)sc3c2CCCC3)cc1
    -32	7	0	-7	0	-1	-9	-3	-28
- O=C(Nc1nc(-c2cccnc2)cs1)c1ccccc1[N+](=O)[O-]
    6	-2	27	-1	2	7	-1	-1	12
- N/C(=N\OC(=O)c1ccccc1)c1cccnc1
    0	3	18	-17	2	-4	-5	0	20
- COc1ccc(-n2nc(C(=O)Nc3ccc4c(c3)OCO4)c3ccccc3c2=O)c(OC)c1
    10	-4	1	-20	-1	5	-3	-2	11
- COc1ccc(N(C(=O)CCl)C(C(=O)NC2CCCCC2)c2cccnc2)cc1 (centres undefined)
    13	8	-3	-15	-2	-3	-12	2	-22
- Cn1c(CC(=O)Nc2ccc(Cl)c(Cl)c2)nnc1SCC(=O)NCc1ccccc1
    -12	-5	19	-9	-2	1	-10	-3	1
- Cc1cc2occ(CC(=O)Nc3nnc(C4CC4)s3)c2cc1C
    -1	2	1	-10	0	5	3	2	-9
- COc1cccc(NC(=O)COC(=O)CC(NC(N)=O)c2ccc(Cl)cc2)c1 (centres undefined)
    -1	nt	-16	nt	-2	2	2	-3	9
- COc1ccc(Cl)cc1NC(=O)CN1C(=O)CSC1=O
    -9	-2	-2	9	-1	-6	-7	-2	-7
- O=C(N/N=C\c1ccc2c(c1)OCO2)c1ccco1
    6	12	-2	-15	2	-14	-4	1	10
- Cc1nccc2oc(=O)c(NC(=O)c3ccc(Cl)cc3)cc12
    -16	8	27	-11	1	3	3	0	-21
- O=C(c1ccccc1)N1CCN(c2ccc(NCc3ccc4c(c3)OCO4)cc2)CC1
    7	-2	15	-4	17	-4	1	22	-11
- CN1C(=O)/C(=C/c2ccccc2OCc2cccc(F)c2)N(C)C1=S
    -10	15	27	-10	2	1	-10	1	-23
- COc1cc(CCCN2C(=O)C(=O)NC[C@@H]2Cc2ccc(O)cc2)cc(OC)c1OC
    nt	nt	15	13	1	nt	nt	2	nt
- CN(C)c1ccc(/C=N/N2CCN(c3ccccn3)CC2)cc1
    12	nt	1	-21	4	-1	-5	3	10

# The results go on:
# Each structure is followed by: NPY-Y2 PAM-ag	NPY-Y1 antag	Hck Nef HTS	Mdm2 ligase inh	Runt-CBFb FRET	p97 inhibitor	RBBP9 inh	Runt-SMMHC FRET	NPY-Y1 PAM-ag
- CCCCC1=CC2=C(c3ccco3)C(=O)C(C)(OC(=O)c3ccc(OC)cc3)C(=O)C2=CN1CCCOC(C)C (centres undefined)
    nt	nt	14	-14	-4	nt	nt	-24	nt
- O=[N+]([O-])c1cc2c(cc1/C=N\NS(=O)(=O)c1ccccc1)OCO2
    15	0	1	2	13	6	-1	4	11
- CCC(=O)N=c1ccn(C2=Nc3ccccc3NC2=C(C#N)C#N)cc1
    -6	nt	6	-6	-47	2	-3	-3	-1
- Cc1cccc(N2C(=O)CC(N3CCN(Cc4ccc(Cl)cc4)CC3)C2=O)c1 (centres undefined)
    2	-2	2	nt	-1	3	3	-2	8
- O=C(/C=C/c1cccc([N+](=O)[O-])c1)N1CCN(c2ccccc2F)CC1
    -6	11	-1	-9	0	0	-4	-2	-44
- O=C(Nc1nc2ccc(C(=O)N3CCCCC3)cc2s1)C1CCCCC1
    -6	7	39	7	-2	1	2	3	5
- CC1CCCCC1NC(=O)CCCc1nc2ccccc2c(=O)[nH]1 (centres undefined)
    -9	9	-1	-31	2	0	2	-1	11
- CCOc1ccc(CC(=O)Nc2ccc(S(=O)(=O)Nc3cc(C)on3)cc2)cc1OCC
    -9	4	0	-3	-2	-5	-10	0	-13

# Screening results as filed in PubChem.
